# DAX1 inh-1 – inhibitors of human orphan nuclear receptor DAX1 (NR0B1). P51843. AID 504766. HEK293 Gal4-DAX1 luciferase reporter, luminescence. hit rate 0.99% among 340,000. inhibition, % at 6.75 µM;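 active = inhibition above the mean over all tested compounds plus 3 SD, cut at about 4.2% in these data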;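 also: 0% = DAX1-transfected cells with DMSO and 100% = empty-vector control cells with DMSO; inhibition shows as a rise in luminescence from relieved DAX1 repression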
# Target sequence (P51843 207-470 limits assumed): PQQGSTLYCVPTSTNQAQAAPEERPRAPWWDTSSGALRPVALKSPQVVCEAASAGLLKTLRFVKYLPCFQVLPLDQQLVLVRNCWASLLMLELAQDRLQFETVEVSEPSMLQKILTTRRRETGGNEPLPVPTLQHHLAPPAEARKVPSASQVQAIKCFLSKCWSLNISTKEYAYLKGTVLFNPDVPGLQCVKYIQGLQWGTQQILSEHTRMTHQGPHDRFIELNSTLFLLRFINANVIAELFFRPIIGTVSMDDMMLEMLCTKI
# GC-A act – GC-A (human) enzyme activation. hit rate 0.14% among 370,000. HEK293 GC-A cells, cGMP TR-FRET, EC30 ANP; 0% at EC30 ANP, 100% saturating ANP. P16066. activation, % at 10 µM; in the data active = activation above about 40%
# PG9 Ab binder – small molecules binding HIV-1 gp120 antibody PG9; TR-FRET gp120-PG9 antibody binding; inhibition, % at 6.7 µM; hit rate 0.43% among 360,000; in the data active = inhibition above about 8.5%
# ADAM10 inh – inhibits human ADAM10. O14672. inhibition, % at 7 µM. recombinant ADAM10, EDANS/DABCYL FRET peptide cleavage, 3 h. AID 720582. hit rate 0.62% among 370,000;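 active = inhibition above a per-campaign cutoff equal to the mean of compounds falling between control-based bounds plus 3 SD, cut at about 20% in these data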;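 also: 0% = DMSO wells while the 100% control is not disclosed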
# Target sequence (O14672 214-748 limits assumed): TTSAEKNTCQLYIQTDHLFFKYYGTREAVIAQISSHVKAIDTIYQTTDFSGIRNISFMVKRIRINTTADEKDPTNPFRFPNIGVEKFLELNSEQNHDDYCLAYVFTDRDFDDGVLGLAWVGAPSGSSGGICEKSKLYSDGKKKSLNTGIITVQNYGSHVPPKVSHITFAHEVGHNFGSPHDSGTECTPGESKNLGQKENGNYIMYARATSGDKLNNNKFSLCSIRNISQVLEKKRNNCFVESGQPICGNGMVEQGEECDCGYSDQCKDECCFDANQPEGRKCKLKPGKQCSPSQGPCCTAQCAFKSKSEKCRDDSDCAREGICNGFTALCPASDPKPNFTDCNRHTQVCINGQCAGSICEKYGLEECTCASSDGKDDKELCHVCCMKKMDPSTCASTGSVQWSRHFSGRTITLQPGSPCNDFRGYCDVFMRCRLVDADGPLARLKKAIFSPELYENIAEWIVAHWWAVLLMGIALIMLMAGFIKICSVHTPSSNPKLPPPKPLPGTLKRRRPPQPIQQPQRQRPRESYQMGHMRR
# SMARCA2 activ – increases SMARCA2 function in MMTV reporter cells | MG213 cells, MMTV-luciferase reporter, dexamethasone, overnight | activation, % at 9.1 µM | hit rate 1% among 370,000 | AID 652017; in the data active = activation above about 7.8%;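 also: 0% = vehicle wells and 100% = reference activator wells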
# hgDAF12 agonist – hgDAF-12 agonism, primary luciferase screen; HEK293 GAL4-hgDAF12 UAS-luciferase reporter, agonist luminescence; normalized to butyrate control; activation, % at 6.8 µM; hit rate 1.8% among 370,000;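 active = activation above a cutoff set at the mean of all screened compounds plus 3 SD, cut at about 10% in these data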;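 also: 0% = DMSO wells and 100% = sodium butyrate wells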
# ssDAF12 agonist – activates DAF-12 receptor from parasite S. stercoralis; HEK293 ssDAF-12/GRIP1 lit1-tk-luc reporter, luminescence; % of 3 µM dafachronic acid response; activation, % at 6.8 µM; hit rate 1% among 370,000; AID 652126;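 active = activation above the mean over all tested compounds plus 3 SD, cut at about 0.9% in these data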;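 also: 0% = DMSO-only wells and 100% = 3 µM delta7-dafachronic acid wells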
# FXN GAA850 act – frataxin GAA850 promoter activation; hit rate 0.56% among 360,000; HEK293 lucGAA850 FXN promoter luciferase reporter, 24 h; percent of 10 µM SAHA response; activation, % at 6 µM;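 active = activation above the average of all compounds screened plus 3 SD, cutoff fixed separately per campaign, cut at about 7.5% in these data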;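 also: 0% = DMSO wells and 100% = 10 µM SAHA wells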
# hcDAF12 agonist – activates DAF-12 receptor from parasite H. contortus; HEK293 hcDAF-12 lit1-tk-luc reporter, luminescence; 0% DMSO, 100% Δ7-dafachronic acid; activation, % at 6.8 µM; hit rate 1.4% among 370,000; AID 652067;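 active = activation above the mean of all tested compounds plus 3 SD, cut at about 5.5% in these data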;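 also: 100% = response to 3 µM Δ7-dafachronic acid high control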
# DAX1 inh-2 – blocks DAX1 repression of SF-1 activated StAR promoter; hit rate 1.1% among 370,000; HEK293T StAR-luciferase reporter, SF-1/DAX-1 repression relief; inhibition, % at 6.8 µM; AID 652010;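 active = inhibition above the mean over all tested compounds plus 3 SD, cut at about 3.6% in these data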;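 also: 0% = DAX-1 cells with DMSO and 100% = cells lacking DAX-1 with DMSO; higher inhibition means more luminescence from relief of DAX-1 repression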
# ADAM17 inh – inhibitors of human ADAM17; recombinant ADAM17, EDANS/DABCYL FRET peptide cleavage; inhibition, % at 6.95 µM; AID 720648; hit rate 0.83% among 370,000; P78536;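 active = inhibition above the mean of compounds lying between control limits plus 3 SD, set per campaign, cut at about 8.5% in these data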;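 also: 0% = DMSO-only wells as the low control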
# * = called active by the depositor; nt = no result given. Compounds as they come (roughly 6.8% active in at least one column).
SMILES,DAX1 inh-1,GC-A act,PG9 Ab binder,ADAM10 inh,SMARCA2 activ,hgDAF12 agonist,ssDAF12 agonist,FXN GAA850 act,hcDAF12 agonist,DAX1 inh-2,ADAM17 inh
Cc1[nH]nc2c1/C(=N\O)CC(C)(C)C2,0.5,1,0.9,-4,0,-0.1,-0.5,-0.4,-1.4,0.5,-7
CCOC(=O)C(=CNc1cccc(N)n1)C(=O)OCC,1.9,3,-0.9,-52,-1,-2.0,-1.6,1.8,-2.4,-0.9,-13
Cn1cc([N+](=O)[O-])c(C(=O)NCc2ccccc2)n1,0.3,-1,-2.1,2,-3,0.1,-0.7,1.0,1.0,0.0,-3
O=C(NCCNC(=O)c1ccc(F)cc1)c1ccc(F)cc1,1.7,-2,-0.4,-4,-2,1.5,-0.8,1.3,0.3,0.2,0
Cc1ccccc1-n1c(SCC(=O)N(C)C2CCS(=O)(=O)C2)nnc1-c1ccncc1 (centres undefined),0.5,0,0.4,-4,-1,-2.5,-1.3,2.7,-0.5,-0.4,-3
CCN=C1SC(C(=O)Nc2cccc(Br)c2)CC(=O)N1CC (centres undefined),-0.7,-1,0.8,3,-3,-0.3,-1.0,0.2,-1.4,0.1,0
O=[N+]([O-])c1cccc(-c2c(-c3ccccc3)ncc3ccc(F)cc23)c1,0.7,-2,-3.7,4,2,1.2,-1.0,2.5,-1.1,-0.3,11*
CCC(C)NC(=O)C(=O)NCC1CCCN1CC (centres undefined),-1.5,5,-0.5,1,-2,-1.6,-1.7,-0.6,-1.6,0.0,-4
CCOC(=O)C1CCCCN1S(=O)(=O)c1cc2c(cc1C)NC(=O)CO2 (centres undefined),-1.1,-4,1.2,-2,-2,-6.5,-1.1,0.4,-1.4,-2.1,-1
CCN(CC)S(=O)(=O)c1ccc(Cl)c(NC(=O)COC(=O)c2ccc(O)cc2)c1,-0.7,0,0.9,13,1,0.1,-1.8,0.1,-1.9,-0.7,3
COc1ccc(C2C(C(=O)Nc3cc(OC)c(OC)c(OC)c3)CCC(=O)N2c2ccc(OC)cc2)cc1 (centres undefined),nt,2,nt,-5,1,-0.1,-1.1,nt,-0.4,0.2,0
COc1ccccc1N1CCN(CCN2C(=O)C3CCCCN3C2=O)CC1 (centres undefined),-0.3,0,-0.4,-11,-1,-1.3,-1.2,-0.8,-2.2,-0.3,-3
COc1ccc(C(=O)N/N=c2\oc3ccccc3cc2C(=O)NCc2ccccc2)cc1,-0.2,2,-2.4,0,-2,-0.7,-0.6,-2.4,-2.8,-0.8,2
CC(OC(=O)CCNS(=O)(=O)c1ccc(Cl)cc1)C(=O)N(C)Cc1ccccc1 (centres undefined),-0.6,-4,-1.1,-16,-2,-1.5,-1.4,-2.5,-2.0,-1.1,-3
O=S(=O)(O)c1cc(Cl)cc(N=Nc2ccc(O)cc2O)c1O,1.7,-5,-17,8,-1,1.8,-1.1,-0.4,-0.1,-1.0,4
CSc1nc(N)nc(C(C)C)n1,1.8,2,-1.8,-1,-2,0.2,-1.2,2.8,0.2,0.5,1
COc1cccc(C(=O)Nc2cc3c(cc2C(C)=O)OCCO3)c1,0.2,3,-0.3,-6,-1,1.5,0.3,3.2,1.9,0.3,-3
CCC(CC)NC(=O)c1cc([N+](=O)[O-])ccc1N1CCOCC1,1.0,1,-2.7,8,4,2.3,-1.4,2.0,-1.0,-0.2,2
O=C(NCC1COc2ccccc2O1)C1CCN(S(=O)(=O)c2ccccc2)CC1 (centres undefined),0.4,0,4.7,0,0,-2.8,-1.1,-1.8,-2.5,-2.3,3
O=C(COC(=O)c1ccc(O)cc1)Nc1cc(S(=O)(=O)N2CCCCCC2)ccc1Cl,1.8,-2,0.1,9,-3,0.3,-1.9,-1.3,-0.5,-0.8,5
CCC(=O)Nc1nc(CC(=O)Nc2ccccc2OC)cs1,0.5,-1,1.0,8,0,-1.0,-1.1,1.9,-0.6,-0.8,-5
CC(C)c1ccc(NC(=O)COc2ccc(C3SCCS3)cc2)cc1,0.8,-2,-1.4,3,0,-0.5,-0.6,0.0,0.1,-0.6,-1
COc1ccc(CCNC(=O)c2ccc3c(c2)NC(=O)C(N2CCOCC2)S3)cc1OC (centres undefined),-1.7,-3,-0.6,8,0,-1.5,-1.0,0.4,-2.5,-0.9,-2
Cc1nn(S(=O)(=O)c2ccc(F)cc2)c(C)c1S(=O)(=O)N1CCOCC1,0.3,-3,-0.5,0,0,-0.4,-1.5,-0.2,1.1,0.9,-4
O=C(NCC1CCCCC1)c1cccc(S(=O)(=O)N2CCCC2)c1,2.4,1,1.5,-2,-2,1.6,-1.4,0.4,-0.1,1.7,0
# (list continues)
SMILES,DAX1 inh-1,GC-A act,PG9 Ab binder,ADAM10 inh,SMARCA2 activ,hgDAF12 agonist,ssDAF12 agonist,FXN GAA850 act,hcDAF12 agonist,DAX1 inh-2,ADAM17 inh
COc1cccc(C2=NOC(C(=O)Nc3ccc(C(C)=O)cc3)C2)c1 (centres undefined),-1.0,-2,-2.8,2,3,6.6,-0.7,3.5,1.0,-0.5,-2
Cc1ccc(/C=C(\C#N)C(=O)NCC2CCCO2)o1 (centres undefined),0.2,3,-2.4,-8,2,-0.3,-0.2,3.9,-0.3,0.3,-2
NC(=O)c1ccc(NC(=O)CNCc2ccccc2Cl)cc1,0.6,-1,-0.3,10,6,0.1,-0.5,-0.9,-0.1,0.3,-2
CCOC(=O)c1cn(-c2ccc([N+](=O)[O-])cc2)c2cc(Cl)c([N+](=O)[O-])cc2c1=O,-0.7,-8,-2.5,1,-2,-0.6,-1.5,2.0,0.1,0.1,-3
CCNC(=S)NNC(=O)c1cc(C2CC2)nc2ccccc12,-0.8,4,-2.5,-53,3,0.7,-1.4,-3.3,-0.2,-0.2,-9
CC(C(=O)Nc1ccc(Cl)cc1)c1ncc(C(F)(F)F)cc1Cl (centres undefined),1.6,1,-1.2,4,4,0.3,-1.1,-1.3,-1.4,-0.4,1
O=C(O)COCC(=O)N1CCN(C2c3ccccc3-c3ccccc32)CC1,1.9,1,-0.1,-5,3,1.2,-1.0,0.6,-1.2,-0.2,0
COc1ccnc(NCc2cccnc2)c1C#N,-1.5,-4,-3.2,-47,-2,-2.6,-1.7,2.0,0.1,1.1,-14
Cc1ccccc1CNS(=O)(=O)c1ccccc1[N+](=O)[O-],nt,0,-1.7,6,0,1.6,-1.5,1.6,-1.3,0.1,0
Nc1ccc(-c2n[nH]c(=O)c3ccccc23)cc1N,-1.6,-5,1.0,-41,-4,-4.0,-1.9,0.1,-2.2,0.2,-7
CCCCc1ccc(/C=C2/C(=O)ON=C2c2ccccc2)s1,-1.2,11,0.1,-4,-1,-0.1,-0.9,2.2,-1.2,-0.1,2
Cc1ccc(Cl)cc1NC(=O)CN1CCN(S(=O)(=O)N2CCC(C)CC2)CC1,-0.5,0,-1.2,0,-1,4.1,-1.3,1.5,-2.4,-0.1,-1
COc1cc(/C=C(\C#N)c2ccccn2)ccc1OCC(=O)Nc1ccc(Br)cc1,0.4,6,-0.5,0,-3,2.3,-1.0,-4.3,-0.9,-0.4,0
COc1ccccc1C(CC(=O)O)NS(=O)(=O)c1ccc2c(c1)N(C(C)=O)CC(C)O2 (centres undefined),1.2,2,-1.3,-1,10*,-1.3,-0.9,-0.1,1.7,0.2,0
Cc1cc(N2CCN(CC(C)(C)O)C[C@@H]2C)ccc1N1CCN(Cc2ccccc2)[C@H](C)C1,nt,1,-1.1,-8,6,-1.6,-1.1,nt,-2.2,0.0,0
O=C1CC(N2CCN(c3ccccc3)CC2)C(=O)N1c1cccc(Br)c1 (centres undefined),0.6,6,-0.1,2,0,0.4,-0.2,0.7,-3.0,-0.5,-2
Oc1ccc(C=Nc2cccc3ccccc23)c(O)c1,-1.7,-4,-6.0,-174,1,-2.0,-0.5,0.4,2.6,-0.8,-46
Cc1cccc(C)c1NC(=S)N(CCCN1CCCCC1)Cc1ccco1,1.4,-3,-1.1,3,4,0.2,-1.8,2.4,-0.2,0.8,-3
CCOC(=O)CNC(=O)c1ccc2[nH]c3ccccc3c2c1,0.4,-2,0.8,-205,-2,-1.3,-1.9,0.5,-0.6,-1.1,-68
CCOC(=O)c1cn[nH]c1N,-0.2,3,2.3,0,0,-1.6,-0.8,0.8,-0.4,0.3,-3
Cc1c(Cl)cccc1NC(=O)CCNC(=O)N1CC(=O)Nc2ccccc21,1.1,1,-0.3,-1,-3,0.6,-0.8,1.8,1.5,0.3,-1
CC(=O)NC1C(=O)N=C(SCC(=O)NC2CCCCC2)NC1=O (centres undefined),-0.5,4,-1.7,-3,2,2.9,-0.8,2.2,0.3,-0.4,-5
Cc1cc(C(=O)N2CCCC(C)(C(=O)NS(=O)(=O)C3CC3)C2)n(C(C)(C)C)n1 (centres undefined),nt,1,-2.3,-2,-3,-2.5,-1.6,1.7,-2.4,0.6,-1
COC(=O)c1ccccc1NC(=O)c1cc([N+](=O)[O-])nn1Cc1ccccc1,0.4,21,-0.4,-1,-5,-0.8,-0.8,-0.3,0.3,-0.5,-6
COC(=O)[C@]12C[C@H](CC(=O)N3CCSCC3)C(=O)N(Cc3ccc(Cl)cc3Cl)C1=C[C@H](C(C)(C)C)O[C@@H]2C,nt,-19,nt,-2,-6,1.3,-0.6,nt,-3.0,-0.7,-2
# Following part.
SMILES,DAX1 inh-1,GC-A act,PG9 Ab binder,ADAM10 inh,SMARCA2 activ,hgDAF12 agonist,ssDAF12 agonist,FXN GAA850 act,hcDAF12 agonist,DAX1 inh-2,ADAM17 inh
CCOc1ccc2nc(NC(=O)c3cnc(C)cn3)sc2c1,-1.3,8,-0.4,-1,1,2.3,-1.2,-2.5,-1.4,-0.4,-3
Cc1cccc(OCC(=O)NC(=S)NNC(=O)c2ccncc2)c1,1.1,3,1.4,-21,-1,-0.2,-1.3,0.5,0.5,0.2,-6
c1ccc2c(c1)-c1ccccc1C2N1CCOCC1,0.5,3,2.1,1,7,0.4,-0.8,-5.6,1.9,-0.8,1
CCCCn1nnnc1C1(C)CCC(=O)N1CCOC (centres undefined),nt,-1,-1.3,-6,-2,-2.3,-1.0,nt,0.2,-1.3,-4
O=C(NC1CCCC1)c1ccc(Br)c(S(=O)(=O)N2CCCCC2)c1,-0.3,-2,-1.6,-2,-3,0.1,-0.8,3.1,-0.7,-0.2,-5
CC(Oc1ccc2ccc(=O)oc2c1)C(=O)NC1CCN(Cc2ccccc2)CC1 (centres undefined),0.3,-3,-1.7,-102,-2,-1.4,-1.6,-0.4,-0.9,-0.6,-27
CCc1cccc(C)c1NC(=S)NCc1ccc2c(c1)cc(C)n2C,-0.4,-1,-0.8,-2,-3,-2.4,-1.4,-1.0,0.8,-0.2,5
COc1cc([N+](=O)[O-])ccc1-c1ccc(/C=N/NC(=O)c2ccccc2O)o1,nt,5,-0.1,2,-1,-0.3,-0.9,nt,1.6,0.8,-1
CCOc1ccc(OCCC(=O)NNC(=O)c2cc(C)oc2C)cc1,-1.9,0,-0.3,-19,-2,0.0,-0.7,4.1,2.8,-0.1,-1
CN(CC(O)COc1ccc(OCC(O)CN(C)C2CCCCC2)cc1)C1CCCCC1 (centres undefined),0.8,9,-0.6,1,1,0.5,-1.3,-0.1,-0.5,1.1,-3

# Screening results: PubChem BioAssay, several laboratories
